High-throughput results from PubChem BioAssay.
TLR4 MyD88 comp = inhibitors of TLR4-MyD88 association in cells, primary screen, cell-based, HeLa CL3-4, BLA complementation, FRET ratio | Toll-like receptor 4 (Homo sapiens) + Myeloid differentiation primary response protein … | HeLa CL3-4 TLR4/MyD88 BLA complementation | inhibition, % at 8.4 µM | actives 0.18% (n = 200,000) | AID 861, 2007; in the data active means inhibition above about 25%;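 further: 0% = vehicle and 100% = reference inhibitor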
G6PDH counter = L. mesenteroides G6PDH inhibitors, counter-screen for G6PDH-coupled screening assays, biochemical, Leuconostoc mesenteroides enzyme. inhibition, % at 5 µM. glucose-6-phosphate dehydrogenase [Leuconostoc mesenteroides]. actives 0.12% (n = 200,000). Purified L. mesenteroides G6PDH, diaphorase/resazurin coupled fluorescence, 45 min
Diaphorase inh = diaphorase inhibitors and chemical oxidizers, primary screen, counter-screen for diaphorase-coupled primary assays, biochemical, uHTS, resorufin fluorescence. AID 1217, 2008. actives 0.69% (n = 190,000). diaphorase resazurin-to-resorufin fluorescence, NADH, 16 min; bacterial (C. kluyveri) enzyme, not human. inhibition, % at 20 µM;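 active means primary screen inhibition at 20 µM above a set limit, cut at about 50% in these data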;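 further: plate controls were DMSO with full reaction for no effect and wells lacking NADH for full effect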
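material = Clostridium kluyveri diaphorase enzyme | amount = 0.14 U/mL diaphorase, enzyme working solution | schedule = incubation 16 min, room temperature | detection = fluorescence of resorufin formed from resazurin, Ex 544/Em 590 nm | benchmarks = positive control minus NADH, DMSO neutral control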
S1P3 antag = S1P3 receptor antagonists, primary screen, cell-based; Sphingosine 1-phosphate receptor 3 (Homo sapiens), Q99500; CHO S1P3 NFAT-BLA reporter, FRET fluorescence, antagonist mode; inhibition, % at 4.98 µM; actives 0.27% (n = 170,000); AID 485, 2006;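 active means inhibition above the plate cutoff, the mean inhibition of test wells on that plate plus 3 SD, cut at about 28% in these data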;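 further: cells challenged with S1P at its EC80 of 0.8 µM; blue over green emission ratio from cleaved BLA substrate after 4 h stimulation; 0% = S1P-stimulated wells and 100% = unstimulated DMSO-only wells; some compounds past the cut are filed as inactive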
Target sequence (Q99500 whole entry, looked up): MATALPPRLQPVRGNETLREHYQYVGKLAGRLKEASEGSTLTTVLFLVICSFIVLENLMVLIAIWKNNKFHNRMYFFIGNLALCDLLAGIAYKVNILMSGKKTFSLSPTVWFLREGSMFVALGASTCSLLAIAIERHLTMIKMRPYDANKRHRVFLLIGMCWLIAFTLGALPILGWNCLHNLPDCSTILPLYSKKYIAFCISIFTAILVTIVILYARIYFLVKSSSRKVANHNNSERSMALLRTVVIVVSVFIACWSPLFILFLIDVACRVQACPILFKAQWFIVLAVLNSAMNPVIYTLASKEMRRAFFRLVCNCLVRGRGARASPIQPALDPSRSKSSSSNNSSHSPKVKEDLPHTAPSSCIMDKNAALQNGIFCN
Hsp70 activator = Hsp70 transcriptional activators, primary screen, cell-based, HeLa, Hsp70 promoter luciferase, luminescence, 10 µM; actives 0.04% (n = 200,000); HeLa Hsp70 promoter luciferase reporter; scaled: vehicle 0, proteasome-inhibitor control 100%; AID 1203, 2008; activation, % at 10 µM;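 active means activation above the mean across all tested compounds plus 3 SD, cutoff set per campaign, cut at about 5.5% in these data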;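 further: 100% = MG132 at 30 µM as the positive control and 0% = DMSO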
Diaph act CS = compounds boosting diaphorase resazurin reduction – biochemical, uHTS, resorufin fluorescence, counter-screen for diaphorase-coupled primary assays, primary screen. AID 1229, 2008. activation factor at 20 µM. actives 0.005% (n = 190,000). Diaphorase/resazurin coupled assay, 16 min; stronger effect = higher value; 1 = vehicle wells, 0 = NADH-free wells;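 active means diaphorase activity raised at least twofold by the compound at 20 µM; inactive means activation factor below 2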
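Material: purified diaphorase enzyme from Clostridium kluyveri; Also added: 0.114 mM NADH and 0.1 mM resazurin, final amounts; Doses: single compound dose of 20 µM, 1% DMSO final; Times: 16 min enzyme reaction, ambient temperature; Detection: resorufin fluorescence, excitation 544 nm, emission 590 nm; Measure: increased resorufin signal from activators or reducing compounds.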
Lmaj promast = Leishmania major promastigote growth inhibition, primary screen; AID 1063, 2008; inhibition, % at 10 µM; Leishmania major promastigotes, resazurin fluorescence viability; actives 9% (n = 200,000);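 further: promastigotes grown with compound for 44 hours at 28 °C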
PMI act hi M6P = human PMI activators, high substrate, primary screen, biochemical, fluorescence intensity, near-saturating mannose 6-phosphate. Mannose-6-phosphate isomerase (Homo sapiens), P34949. coupled PMI enzyme assay, resazurin fluorescence, 20 min; stronger effect = higher value; 1 = untreated enzyme, 0 = substrate-free blank. activation factor at 20 µM. actives 0.34% (n = 190,000). AID 1216, 2008;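 active means activation factor of 2 or more at 20 µM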
Target sequence (P34949 whole entry, looked up): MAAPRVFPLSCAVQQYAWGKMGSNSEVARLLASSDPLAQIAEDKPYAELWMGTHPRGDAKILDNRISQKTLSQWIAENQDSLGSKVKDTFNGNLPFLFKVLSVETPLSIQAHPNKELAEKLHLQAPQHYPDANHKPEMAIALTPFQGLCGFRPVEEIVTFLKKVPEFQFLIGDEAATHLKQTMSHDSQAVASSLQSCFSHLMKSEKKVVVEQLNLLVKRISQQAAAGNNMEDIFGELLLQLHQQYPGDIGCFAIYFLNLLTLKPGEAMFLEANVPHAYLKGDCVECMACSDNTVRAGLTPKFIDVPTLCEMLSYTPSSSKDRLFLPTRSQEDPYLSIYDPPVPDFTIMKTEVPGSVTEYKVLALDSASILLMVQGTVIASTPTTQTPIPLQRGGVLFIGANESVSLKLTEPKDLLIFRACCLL
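Technique: Diaphorase-driven resazurin-to-resorufin fluorescence, excitation 544, emission 590 nm | Assay system: Human PMI in coupled enzyme assay | Times: Enzyme reaction with compound 20 min at room temperature | Medium: HEPES-buffered pH 7.4 with magnesium and detergent | Reagent: Mannose-6-phosphate 1.0 mM (near-saturating) plus 0.22 mM NADP+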
RAM network inh = inhibitors of the yeast RAM network, primary screen, dse1pr::URA3 reporter, 5-FOA selection; S. cerevisiae dse1pr::URA3 reporter, 5-FOA growth OD615, 2 d; analog-sensitive cbk1-as2 kinase mutant strain; actives 1.8% (n = 190,000); inhibition, % at 50 µM; AID 868, 2007;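 active means inhibition above a set limit, 3 SD over mean compound inhibition, cut at about 8.4% in these data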;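 further: 0% = DMSO-only wells with no growth and 100% = 10 µM 1-NA-PP1 full growth; inhibition rescues growth on 5-FOA so higher OD means more RAM inhibition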
DTT redox prof = compounds producing H2O2 with reducing agent – biochemical, NIH compound library profiling, artefact control for MLSCN library redox annotation, primary screen. DTT-dependent redox cycling H2O2, phenol red/HRP absorbance; 100% = 100 µM peroxide control, 0% = buffer. activation, % at 10 µM. actives 0.03% (n = 200,000). AID 878, 2007;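 active means activation of at least 50% relative to the plate's high and low controls in the primary single-dose screen; inactive means activation below 50%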;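 further: compound incubated with DTT at 0.8 mM final as the reducing agent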
PMI act = activators of human PMI, primary screen, biochemical, fluorescence intensity, near-Km mannose 6-phosphate. actives 0.005% (n = 190,000). activation factor at 20 µM. Mannose-6-phosphate isomerase (Homo sapiens), P34949. AID 1214, 2008. purified human PMI, coupled resazurin fluorescence, 20 min; stronger effect = higher value; 1 = vehicle control, 0 substrate-free wells;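 active means activation factor of 2 or more at 20 µM, relative to plate controls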
Active calls of the source: *; · = not tested or not shown. Unless noted, no stated cut-off is given here; in the data, active means inhibition above about 50%; inactive means the rest.

SMILES | TLR4 MyD88 comp | G6PDH counter | Diaphorase inh | S1P3 antag | Hsp70 activator | Diaph act CS | Lmaj promast | PMI act hi M6P | RAM network inh | DTT redox prof | PMI act
COC(=O)c1c(NC(=O)c2ccco2)sc2c1CCC2 | -17 | 12 | 18 | · | -0.5 | 0.8 | 1 | 0.8 | 2.4 | -4.4 | 0.8
O=C(COc1ccccc1)NC(=S)Nc1ccc2c(c1)Cc1ccccc1-2 | -3 | -10 | 5 | -5 | 0.0 | 0.9 | -1 | 1.1 | 5.3 | -0.2 | 1.1
Cn1cnnc1SCc1ccccc1Br | -4 | -3 | 5 | · | -0.2 | 1 | -3 | 1 | 2.1 | 0.5 | 1
CCC(=O)N1CCc2cc(S(=O)(=O)NCCC(=O)NC3CCCc4ccccc43)ccc21 (stereo not drawn) | -2 | 8 | 20 | -26 | -0.3 | 0.8 | 2 | 0.9 | 3.3 | -1.0 | 1
Cc1ccccc1C(=O)NC(=S)Nc1ccccc1N1CCCC1 | -9 | -1 | 17 | -13 | -0.4 | 0.8 | 11 | 0.9 | 0.5 | -0.9 | 0.9
Cc1ccc(-n2ncc(C#N)c2/N=C/N2CCN(C)CC2)cc1 | -9 | -9 | 8 | -7 | 0.3 | 0.9 | -2 | 1 | -0.6 | -0.8 | 0.9
COc1ccc(CCN(C(=O)Cn2nnc3ccccc32)C(C(=O)NCC2CCCO2)c2ccncc2)cc1OC (stereo not drawn) | -7 | 12 | 2 | -12 | -0.3 | 1 | -3 | 1 | -1.8 | -0.3 | 1
COc1cc(OC)cc(C(=O)Nc2cccnc2)c1 | -1 | 1 | 5 | 7 | -0.2 | 0.9 | -6 | 0.9 | 0.8 | -0.1 | 1
NC(=O)C1CC(=O)N(c2ccc(OCc3ccc(Cl)cc3Cl)cc2)C1 (stereo not drawn) | -8 | 15 | 8 | 1 | -0.1 | 0.9 | -7 | 0.9 | 1.9 | 0.6 | 0.9
Cc1ccc(C)c(S(=O)(=O)Nc2ccc(O)cc2)c1 | 7 | 5 | 12 | 15 | -0.2 | 0.9 | 20 | 1 | 2.8 | -0.7 | 1
COc1ccccc1NC(=O)C1CCN(c2ncccn2)CC1 | 2 | 7 | -4 | 0 | -0.2 | 1 | -2 | 1 | 0.7 | 0.2 | 1
COc1ccccc1C(=O)Oc1ccc(C(C)(C)C)cc1 | 1 | 2 | 19 | · | 0.0 | 0.8 | -3 | 0.9 | 2.5 | 0.3 | 0.9
COc1ccccc1NC(=S)N1C2CCC1CC(NC(=O)NC13CC4CC(CC(C4)C1)C3)C2 (stereo not drawn) | 4 | 4 | 20 | · | -0.2 | 0.8 | 3 | 1 | 1.4 | -6.0 | 0.9
S=c1[nH]nc(Cc2c[nH]c3ccccc23)o1 | -4 | -10 | 11 | -14 | 0.0 | 0.9 | -10 | 1 | · | 0.1 | 1
CC(=O)c1c(C)[nH]c(C(=O)Nc2cc(C)cc(C)c2)c1C | 1 | 0 | 4 | · | -0.5 | 1 | 10 | 1 | 3.7 | -0.1 | 1
CCn1nnnc1NC(=O)c1cc(OC)c(OC)c(OC)c1 | 3 | 6 | 14 | -3 | -0.2 | 0.9 | 1 | 0.9 | 1.4 | 0.1 | 0.9
Cc1cc(C)cc(N(CC(=O)NCCSc2ccccn2)S(=O)(=O)c2ccccc2)c1 | 1 | 1 | 14 | · | -0.3 | 0.9 | 9 | 0.8 | 1.2 | -8.0 | 0.9
Cc1ccc(NC(=O)C2CCC(=O)N2)cc1C (stereo not drawn) | 0 | -1 | 16 | · | -0.3 | 0.8 | -1 | 0.9 | -0.5 | -3.5 | 0.9
c1ccc(Cc2noc(CN3CCC(CN4CCOCC4)CC3)n2)cc1 | 11 | 6 | 1 | -3 | 0.1 | 1 | 15 | 1 | 2.5 | -0.8 | 0.9
CC(C)CC(NC(=O)c1ccc(Cl)cc1)C(=O)OCc1cc([N+](=O)[O-])cc2c1OCOC2 (stereo not drawn) | 6 | -1 | 8 | -10 | -0.4 | 0.9 | 5 | 0.9 | 1.5 | 0.7 | 0.9
Cc1c(N=Cc2ccc[nH]2)c(=O)n(-c2ccccc2)n1C | 1 | 8 | 17 | 5 | 0.1 | 0.8 | -11 | 0.8 | 2.6 | 0.5 | 0.9
CC(C)C(=O)Nc1ccc(NC(=O)c2ccccn2)cn1 | -17 | -4 | 17 | · | -0.7 | 0.8 | 1 | 0.9 | 2.5 | -0.5 | 1
C=CCc1ccc(OCCn2cccc2C=O)c(OC)c1 | 4 | 3 | 6 | · | 1.0 | 0.9 | -1 | 1 | 0.0 | 1.4 | 1
CC(C)N(N=Nc1ccc([N+](=O)[O-])cc1)C(C)C | -12 | -3 | 16 | -14 | -0.4 | 0.8 | 2 | 1 | 0.6 | 0.3 | 0.9
CCOC(=O)N1CCN(Cc2nc(-c3ccc(OC)cc3)no2)CC1 | -10 | · | · | 2 | 0.2 | · | -14 | · | · | -4.0 | ·

Other structures follow.
SMILES | TLR4 MyD88 comp | G6PDH counter | Diaphorase inh | S1P3 antag | Hsp70 activator | Diaph act CS | Lmaj promast | PMI act hi M6P | RAM network inh | DTT redox prof | PMI act
CC(C)N(C(=O)NC(=O)Nc1ccccn1)S(C)(=O)=O | -12 | 2 | 12 | -6 | -0.2 | 0.9 | -1 | 0.9 | -0.4 | -0.5 | 0.8
Cc1cc(C)c(OCC(=O)Nc2nc(-c3ccccn3)cs2)c(C)c1 | -23 | 1 | 10 | -18 | 0.1 | 0.9 | 87* | 0.9 | -0.8 | -0.7 | 1.1
CCC1=NN=C(c2ccc(F)cc2)C(c2c[nH]c3ccccc23)N1O (stereo not drawn) | 2 | 4 | 18 | · | -0.2 | 0.8 | 4 | 1.7 | -0.5 | 0.4 | 1.5
O=C1NCCc2cc3c(cc21)OCO3 | 11 | 6 | 11 | · | -0.2 | 0.9 | -6 | 1 | 1.6 | 1.4 | 1.1
CC1=Nc2ccccc2N=C(NC(=O)CN2CCN(c3ccccc3)CC2)C1c1ccccc1 (stereo not drawn) | -19 | 4 | 29 | -2 | 0.8 | 0.7 | 1 | 0.9 | 2.2 | 0.5 | 0.9
O=C(CCC(=O)Nc1ccc(Cl)cc1Cl)NNC(=O)Nc1ccccc1 | 10 | 3 | 7 | 2 | -0.4 | 0.9 | -2 | 1 | 3.3 | 0.1 | 1
CC(C)c1ccc2[nH]c(O)c(N=NC(=S)NCCc3ccccc3)c2c1 | -17 | -11 | -14 | -9 | -0.3 | 1.1 | 4 | 1 | 8.4 | 0.8 | 1
CC1CN=C(Nc2cccc(S(=O)(=O)N(C)C)c2)S1 (stereo not drawn) | -14 | 4 | 4 | -24 | 0.0 | 1 | 7 | 1.1 | 0.8 | 0.8 | 1.2
CCc1nc(SCC(=O)c2c[nH]c3ccccc23)n[nH]1 | -4 | 4 | 17 | -9 | -0.3 | 0.8 | 6 | 1.1 | 2.8 | -0.2 | 1.1
COc1ccc(Nc2ccnc3ccccc23)cc1 | 4 | 0 | -13 | 15 | 0.0 | 1.1 | 101* | 1.1 | 1.3 | 2.1 | 1
O=C(O)c1cccc(Oc2ccccc2[N+](=O)[O-])c1 | 17 | -9 | 15 | -10 | 0.0 | 0.8 | 30 | 1.1 | 0.1 | -0.3 | 1
CCOC(=O)c1cccc(NS(=O)(=O)c2cnc[nH]2)c1 | 15 | -4 | -4 | 4 | 0.0 | 1 | 22 | 1.1 | 0.9 | -2.5 | 1
Cc1ccc2nsnc2c1NS(=O)(=O)c1c(C)ccc2nsnc12 | 5 | 5 | 21 | -32 | -0.4 | 0.8 | -4 | 0.7 | 2.3 | 0.1 | 0.9
CCOC(=O)NC(=O)CSc1nnc(SCCC(=O)O)s1 | -20 | -8 | 0 | -29 | -0.4 | 1 | -7 | 1.1 | 0.4 | 0.3 | 1
CCOC(=O)c1c(NC(=O)CSc2nnc(-c3c[nH]c4ccccc34)n2CCOC)sc2c1CCCC2 | -9 | 9 | 7 | 11 | -0.3 | 0.9 | 72* | 1 | 5.9 | 0.5 | 1
Cc1ccc(NC(=O)COC(=O)Cn2cnc3c2c(=O)n(C)c(=O)n3C)c(Cl)c1 | -18 | 4 | 10 | -8 | 0.1 | 0.9 | -10 | 1.1 | 1.6 | -0.1 | 1.1
O=S(=O)(c1ccccc1)c1nc(-c2ccco2)oc1N1CCCCCC1 | 9 | 26 | 25 | 18 | 0.2 | 0.7 | 9 | 1.1 | 0.5 | 0.3 | 0.8
Cc1nc(C)c(CC(=O)N2CCc3c([nH]c4ccccc34)C2c2ccccn2)s1 (stereo not drawn) | -4 | 8 | 13 | 4 | -0.1 | 0.9 | 0 | 0.8 | 1.9 | -0.4 | 0.9
CN(C(=O)COC(=O)C1c2ccccc2Oc2ccccc21)C1CCS(=O)(=O)C1 (stereo not drawn) | 11 | 3 | 12 | 8 | -0.4 | 0.9 | 1 | 1 | 1.1 | 1.1 | 1

Single records, from the list above. Order of values: TLR4 MyD88 comp	G6PDH counter	Diaphorase inh	S1P3 antag	Hsp70 activator	Diaph act CS	Lmaj promast	PMI act hi M6P	RAM network inh	DTT redox prof	PMI act
Profile of `O=C(O)c1cccc(Oc2ccccc2[N+](=O)[O-])c1` = 17	-9	15	-10	0.0	0.8	30	1.1	0.1	-0.3	1
Profile of `CN(C(=O)COC(=O)C1c2ccccc2Oc2ccccc21)C1CCS(=O)(=O)C1` (stereo not drawn) = 11	3	12	8	-0.4	0.9	1	1	1.1	1.1	1
